# NOD1 NF-kB reporter = inhibition of NOD1-driven NF-kB reporter – cell-based, luminescence, uHTS, primary screen (AID 1578); NOD1-driven NF-kB luciferase reporter cells, luminescence; higher % means a stronger effect; inhibition, % at 4 µM; hits with a dose series show EC50 in µM; hit rate 1% among 290,000; in the data active means inhibition mostly above about 36%, no sharp cut-off; inactive means mostly below about 34%;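 further: HEK-293T reporter cells stimulated with the NOD1 agonist gamma-tri-DAP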
# KOR beta-arrestin-1 = KOR agonists, beta-arrestin recruitment, primary screen, cell-based, luminescence, uHTS (AID 1777). KOR beta-arrestin recruitment, luminescence; higher % means a stronger effect. one-dose activation, % at 10 µM; EC50 in µM for titrated hits. hit rate 0.02% among 280,000; in the data active means activation above about 50%, passing the limit was not always enough; further: a part of the inactive calls stands beside numbers as strong as those of hits
# Dynein cargo inh = dynein cargo transport inhibition; z-score, hits read low; 3617.4 mouse cells, GR-EGFP nuclear translocation imaging; test concentration mostly 20 µM; stimulated with dexamethasone, 1 µM; hits give low values; AID 1381; hit rate 0.47% among 220,000;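 active means plate z-score of nuclear minus cytoplasmic receptor signal below a set negative limit, without overly bright fluorescence or cell loss, cut at about -3.5 in these data, passing the limit was not always enough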;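 further: z-score of nuclear minus cytoplasmic ring GR-EGFP intensity difference per well; some compounds called inactive have numbers as strong as hits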
#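 Buffer or medium: tetracycline-free induction medium containing charcoal-stripped FBS / Reagent: dexamethasone agonist, 1.0 µM final, for 30 min / Technique: automated 10x imaging of fixed Hoechst-stained cells / Times: induction 48 h, compound 1 h, agonist 30 min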
# NOD2 inhibition = NOD2 signaling inhibitors, cell-based, luminescence, uHTS, HEK293 (AID 1566). inhibition, % at 4 µM; hits with a dose series show EC50 in µM. HEK293 NOD2/NF-kB luciferase reporter, luminescence; higher % means a stronger effect. hit rate 0.63% among 290,000; further: many of its hits are not listed in these tables
# KOR beta-arrestin-2 = KOR antagonists, beta-arrestin recruitment, cell-based, luminescence, uHTS (AID 1778); KOR beta-arrestin recruitment, luminescence, antagonist mode; higher % means a stronger effect; inhibition, % at 10 µM, or IC50 in µM where a hit was titrated; hit rate 0.091% among 290,000; further: strong numbers were not always called active
# M17LAP inhibition = P. falciparum M17LAP inhibitors, primary screen, biochemical, fluorogenic H-Leu-NHMec substrate, 1536-well (AID 1619) | hit rate 0.38% among 220,000 | recombinant M17LAP, H-Leu-NHMec fluorogenic kinetic assay; higher % means a stronger effect | inhibition, % at 30 µM, or IC50 in µM where a hit was titrated;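 active means compound inhibiting the enzyme by more than half at any dose during confirmatory dose-response retesting; inconclusive means strong single-dose inhibitors picked by rank but not retested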;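 further: plate controls were full reaction with DMSO carrier for no effect and no enzyme background for full effect; strong numbers were not always called active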
# GPR55 activation = selective activators of receptor GPR55 – imaging, U2OS cells, beta-arrestin-GFP redistribution, primary screen (AID 1961) | U2OS GPR55 beta-arrestin-GFP redistribution imaging; higher % means a stronger effect | one-dose activation, % at 10 µM; EC50 in µM for titrated hits | hit rate 0.048% among 290,000;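 active means activation above 40% with more than 50 cells counted in the well; inconclusive means wells holding fewer than 50 cells, flagged as toxic or sparse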;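 further: U2OS osteosarcoma cells stably expressing GPR55 and beta-arrestin-GFP; plate controls were DMSO negative control for no effect and LPI positive control for full effect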
# M1AAP inhibition = P. falciparum M1AAP inhibitors, biochemical, fluorogenic H-Leu-NHMec substrate, 1536-well (AID 1445) | recombinant M1AAP, H-Leu-NHMec fluorogenic kinetic assay; higher % means a stronger effect | one-dose inhibition, % at 30 µM; IC50 in µM for titrated hits | hit rate 0.42% among 220,000;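 active means primary inhibition above the hit cutoff, then over 50% inhibition at one or more dose response concentrations, cut at about 23% in these data, passing the limit was not always enough; inconclusive means conflicting primary data, or primary hits not chosen for dose response; inactive means low primary inhibition, or under 50% at every dose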;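 further: plate controls were DMSO full reaction for no effect and no enzyme background for full effect; strong numbers were not always called active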
# AID2073 = disruptors of CaV2.2 binding to Mint1 – biochemical, HTRF (AID 2073). inhibition, % at 20 µM, or IC50 in µM where a hit was titrated. hit rate 0.19% among 290,000. HTRF protein-protein interaction, Mint1-CaV2.2; higher % means a stronger effect; in the data active means inhibition mostly above about 51%, no sharp cut-off; inconclusive means no clear call, values can overlap the other calls; inactive means mostly below about 53%; further: some results filed as inactive read as strong as hits
# Dynein cargo inh cytoplasmic EGFP = also measured in Dynein cargo inh; calls as there; z-score; measured here: cytoplasmic GR-EGFP intensity; hits give high values
# Dynein cargo inh nuclear GR-EGFP = also measured in Dynein cargo inh; calls as there; z-score; measured here: nuclear GR-EGFP intensity;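 lower value marks the stronger effect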
# Dynein cargo inh cell count = further read-out of Dynein cargo inh, marked with its call; z-score; measured here: cell count per field
# The depositor's hits bear a star; ? = inconclusive; · = not tested or not shown; [ ] = remark or other dose. Unless noted, no stated cut-off is given here; in the data, active means inhibition above about 50%; inactive means the rest.
SMILES,NOD1 NF-kB reporter,KOR beta-arrestin-1,Dynein cargo inh,Dynein cargo inh cytoplasmic EGFP,Dynein cargo inh nuclear GR-EGFP,Dynein cargo inh cell count,NOD2 inhibition,KOR beta-arrestin-2,M17LAP inhibition,GPR55 activation,M1AAP inhibition,AID2073
CC1(C)NC(=O)N(c2ccccc2Cl)C1(C)NO (stereo not drawn),-8%,-0.8%,-0.026,-0.2,0.38,0.57,0%,-20%,-10%,-0.1%,4%,7%
COc1ccc(CC2S/C(=C(\C#N)C(=O)NCc3ccco3)N(c3ccc(C)cc3)C2=O)cc1 (stereo not drawn),-2%,-1.8%,-0.7,-0.1,-0.3,0.62,19%,19%,19%,-0.1%,13%,9%
Clc1ccc(-c2nnc(SCc3ccon3)o2)c(Cl)c1,-24%,-1.2%,-0.079,-0.18,-0.048,1.4,-149%,22%,-9%,0.1%,-12%,-1%
O=C(CSc1nc(C2CCCCC2)n(-c2ccccc2)n1)NCC(F)(F)F,-23%,1.3%,0.48,-0.12,0.45,-0.63,5%,0%,-9%,-0.3%,-3%,-4%
CCN(CC1COc2ccccc2O1)S(=O)(=O)c1ccc(C)cc1 (stereo not drawn),-13%,4.6%,-1,-0.2,-0.34,0.75,9%,-6%,-3%,-0.3%,2%,-5%
O=C(NC1CCCCCC1)c1cc(S(=O)(=O)N2CCOCC2)ccc1F,-20%,-1.0%,·,·,·,·,11%,20%,·,-0.2%,·,-1%
CN(C)c1nc(C(=O)OCCO)nc(N(C)C)n1,-12%,-5.4%,-0.79,-0.27,-0.64,1,-2%,9%,3%,-0.2%,-1%,3%
CN(Cc1ccccc1)c1ncnc(N)c1[N+](=O)[O-],46%,-5.4%,0.26,-0.31,0.5,-0.2,33%,-6%,1%,-0.1%,3%,8%
CCCOc1ccc(N2C(=O)CC(N(CCC)C(=O)CCC(=O)O)C2=O)cc1 (stereo not drawn),-20%,3.1%,0.78,-0.085,1.1,-1.6,2%,6%,12%,-0.2%,0%,-2%
O=C(Nc1ccc(F)cc1)c1cccnc1NCCc1ccccc1,-22%,-1.8%,-0.001,-0.26,0.14,0.54,8%,21%,13%,1.5%,1%,6%
C=CCOC(=O)C1=C(C)NC(SCC(=O)Nc2ccccc2)=C(C#N)C1c1ccco1 (stereo not drawn),8%,11%,-0.2,-0.18,0.74,-0.66,-10%,19%,-2%,-0.1%,-10%,2%
O=C(NC1CC2CCCC(C1)N2Cc1cccs1)c1ccc([N+](=O)[O-])cc1 (stereo not drawn),-18%,-8.2%,-0.39,-0.38,0.12,1.2,10%,3%,0%,0.2%,0%,22%
CCCCn1c(N)c(N(CC(C)C)C(=O)C2CCN(C(=O)c3ccc(F)cc3)CC2)c(=O)[nH]c1=O,-22%,5.7%,·,·,·,·,13%,-9%,·,-0.1%,·,0%
CCC(=O)NC(=S)NNC(=O)COc1ccc(Br)cc1,-18%,·,-0.23,-0.28,0.011,0.81,-4%,16%[20 µM],10%,-0.1%,-2%,-5%
COC(=O)Cc1ccc(O)c(N)c1,-18%,6.9%,-0.96,-0.24,-0.28,0.44,-6%,-29%[20 µM],-4%,-0.1%,4%,-4%

# Some of the entries above, reformatted:
# Values run as follows: NOD1 NF-kB reporter, KOR beta-arrestin-1, Dynein cargo inh, Dynein cargo inh cytoplasmic EGFP, Dynein cargo inh nuclear GR-EGFP, Dynein cargo inh cell count, NOD2 inhibition, KOR beta-arrestin-2, M17LAP inhibition, GPR55 activation, M1AAP inhibition, AID2073
CC1(C)NC(=O)N(c2ccccc2Cl)C1(C)NO (stereo not drawn)
  -8%, -0.8%, -0.026, -0.2, 0.38, 0.57, 0%, -20%, -10%, -0.1%, 4%, 7%
COc1ccc(CC2S/C(=C(\C#N)C(=O)NCc3ccco3)N(c3ccc(C)cc3)C2=O)cc1 (stereo not drawn)
  -2%, -1.8%, -0.7, -0.1, -0.3, 0.62, 19%, 19%, 19%, -0.1%, 13%, 9%
Clc1ccc(-c2nnc(SCc3ccon3)o2)c(Cl)c1
  -24%, -1.2%, -0.079, -0.18, -0.048, 1.4, -149%, 22%, -9%, 0.1%, -12%, -1%
O=C(CSc1nc(C2CCCCC2)n(-c2ccccc2)n1)NCC(F)(F)F
  -23%, 1.3%, 0.48, -0.12, 0.45, -0.63, 5%, 0%, -9%, -0.3%, -3%, -4%
CCN(CC1COc2ccccc2O1)S(=O)(=O)c1ccc(C)cc1 (stereo not drawn)
  -13%, 4.6%, -1, -0.2, -0.34, 0.75, 9%, -6%, -3%, -0.3%, 2%, -5%
O=C(NC1CCCCCC1)c1cc(S(=O)(=O)N2CCOCC2)ccc1F
  -20%, -1.0%, ·, ·, ·, ·, 11%, 20%, ·, -0.2%, ·, -1%
CN(C)c1nc(C(=O)OCCO)nc(N(C)C)n1
  -12%, -5.4%, -0.79, -0.27, -0.64, 1, -2%, 9%, 3%, -0.2%, -1%, 3%
CN(Cc1ccccc1)c1ncnc(N)c1[N+](=O)[O-]
  46%, -5.4%, 0.26, -0.31, 0.5, -0.2, 33%, -6%, 1%, -0.1%, 3%, 8%
CCCOc1ccc(N2C(=O)CC(N(CCC)C(=O)CCC(=O)O)C2=O)cc1 (stereo not drawn)
  -20%, 3.1%, 0.78, -0.085, 1.1, -1.6, 2%, 6%, 12%, -0.2%, 0%, -2%
O=C(Nc1ccc(F)cc1)c1cccnc1NCCc1ccccc1
  -22%, -1.8%, -0.001, -0.26, 0.14, 0.54, 8%, 21%, 13%, 1.5%, 1%, 6%

# (further entries)
SMILES,NOD1 NF-kB reporter,KOR beta-arrestin-1,Dynein cargo inh,Dynein cargo inh cytoplasmic EGFP,Dynein cargo inh nuclear GR-EGFP,Dynein cargo inh cell count,NOD2 inhibition,KOR beta-arrestin-2,M17LAP inhibition,GPR55 activation,M1AAP inhibition,AID2073
O=c1[nH]c(=O)n(Cc2ccccc2)c2nc(-c3ccco3)cc(C(F)(F)F)c12,14%,-5.5%,-0.14,0.13,0.26,-0.74,14%,-12%,-6%,1.5%,2%,3%
COc1ccc(C(C)C)cc1S(=O)(=O)N1CCC(C(=O)NCC2CCCO2)CC1 (stereo not drawn),-20%,4.9%,·,·,·,·,12%,9%,·,0.3%,·,18%
CCCn1c(=S)[nH]c2cc(C(=O)N3CCc4ccccc4C3)ccc2c1=O,-7%,24%,-0.55,-0.33,-0.51,1,13%,-48%,-1%,0.1%,0%,4%
CCc1ccccc1NS(=O)(=O)c1ccc(OC)c2ncccc12,-23%,-4.6%,·,·,·,·,40%,15%,·,-0.2%,·,9%
O=C(Cc1cccs1)N/N=C/c1ccccn1,1%,1.4%,1.1,-0.2,1.3,-1.2,-18%,-6%,-11%,-0.1%,-4%,-2%
COC(=O)c1ccc(CN2C(=O)NC3(CCC(C)CC3)C2=O)o1 (stereo not drawn),41%,-3.8%,0.23,0.23,0.73,-0.44,11%,19%,1%,-0.1%,7%,8%
Cc1ccc(OCCSc2nc3ncnc(N)c3[nH]2)cc1,-30%,-3.3%,-1.2,-0.32,-0.24,1.6,0%,14%,3%,-0.4%,9%,-2%
CCOc1ccccc1C(=O)N(CCC(=O)OC)c1ccccn1,2%,-4.2%,0.34,-0.21,0.09,-0.013,3%,7%,-7%,-0.3%,3%,7%
COc1cc(CNCCSc2nnnn2C)cc(Br)c1OCc1ccc(F)cc1,-6%,-4.3%,0.77,-0.17,0.68,1.1,-4%,-29%,8%,0.2%,-4%,-4%
C=CCN1N=C(/C=C/c2ccc(OC)cc2)CCC1=O,8%,-2.7%,·,·,·,·,2%,-6%,·,0.0%,·,10%
CS(=O)(=O)N(Cc1ccccc1)c1ccc(C(=O)N2CCOCC2)cc1,-21%,0.2%,-0.64,-0.21,-0.7,-0.2,6%,24%,12%,-0.1%,12%,-4%
COC(=O)CSc1nnc2c(C)cc3cc4c(cc3n12)OCCO4,-20%,2.7%,·,·,·,·,7%,-14%,·,0.2%,·,-5%
COc1ccc(C)cc1S(=O)(=O)N(C)CC(=O)NC1CCCCCC1,-32%,-1.8%,-0.35,-0.28,0.42,0.03,-3%,-23%,-6%,-0.1%,15%,-11%
COc1cc2nc(CC(C)C)n(NC(=O)c3ccccc3)c(=O)c2cc1OC,2%,-1.0%,-1.2,-0.3,0.026,0.37,10%,-7%,12%,-0.1%,3%,3%
Cc1ccc(Cn2cnc3ccccc32)cc1C,-38%,12%,0.27,-0.23,0.25,-0.75,5%,5%,8%,-0.3%,6%,?
COc1ccc(N(CC(=O)NCCc2ccc(C)cc2)S(=O)(=O)c2c(C)noc2C)cc1,-12%,-1.3%,·,·,·,·,21%,-17%,·,-0.2%,·,33%
CCOc1ccc(C(=O)NCc2ccccc2)cc1Br,-20%,12%,0.24,-0.14,0.24,-0.84,7%,-12%,6%,-0.2%,3%,2%
Cc1oc2cc(O)ccc2c(=O)c1Oc1ccc2ccccc2c1,33%,0.8%,0.42,-0.21,0.017,0.17,13%,-9%,-12%,-2.3%,6%,13%

# Screening results as filed in PubChem BioAssay.

# This is a subset; count on the stated rates, not on these rows.
